Assay outcomes (PubChem BioAssay)
Mcl1-Noxa inh: disrupts binding of human Mcl-1 to Noxa peptide; Q07820; TR-FRET Mcl-1/Noxa peptide binding, 2 h; inhibition, % at 21.7 µM; hit rate 1.5% among 220,000;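 active = compounds that cut the protein-peptide binding signal by more than 50% relative to plate controls in a single-dose test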;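 also: His-tagged Mcl-1 with rhodamine Noxa BH3 peptide and terbium anti-His antibody; 0% = Mcl-1 plus Noxa peptide wells and 100% = peptide-only wells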
Target sequence (Q07820 whole entry, looked up): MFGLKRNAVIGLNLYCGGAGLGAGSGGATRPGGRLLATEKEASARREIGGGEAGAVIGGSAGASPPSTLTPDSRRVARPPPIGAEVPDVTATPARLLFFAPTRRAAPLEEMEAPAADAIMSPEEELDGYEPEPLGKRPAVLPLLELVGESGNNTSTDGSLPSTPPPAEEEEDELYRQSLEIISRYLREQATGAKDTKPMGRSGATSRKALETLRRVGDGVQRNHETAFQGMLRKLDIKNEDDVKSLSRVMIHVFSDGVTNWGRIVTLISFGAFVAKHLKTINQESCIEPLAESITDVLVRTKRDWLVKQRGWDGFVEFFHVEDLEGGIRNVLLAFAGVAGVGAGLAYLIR
Rac1 wt modul: alters GTP binding to wildtype human Rac1 | hit rate 0.27% among 190,000 | GST-Rac1 beads, fluorescent GTP binding, flow cytometry; actives lie on both sides; 0 = cold GTP competed, 100 = untreated | AID 757 | GTP binding activity (% of control), % at 10 µM;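 active = GTP binding activity at least 20 points away from the 100% control level, either lower or higher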
ABCG2 inh: human ABCG2 inhibition, ABCB1 as counter-screen. Q9UNQ0. IgMXP3 cells, JC-1 efflux, flow cytometry. inhibition, % at 6.6 µM. hit rate 0.1% among 190,000. AID 1325;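 active = inhibition above 80%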;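 also: 0% = DMSO and 100% = nicardipine control wells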
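Test system: IgMXP3 (ABCG2) plus far-red-tagged CCRF-Adr (ABCB1) cells / Amount: 3 million cells/mL in well / Reagent: JC-1 transporter substrate / Timing: 10 min compound exposure, 25 °C / Signal: flow cytometry, 530 nm JC-1 signal / Read-out: percent efflux inhibition, scaled nicardipine 100% to DMSO 0% / Benchmarks: nicardipine as high control, DMSO as low control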
Rab2A wt mod: changes GTP binding to wildtype dog Rab2A, up or down; GTP binding activity, % at 10 µM; GST-Rab2 wt beads, Bodipy-GTP binding, flow cytometry; hit rate 0.19% among 190,000;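 active = GTP binding activity at least 20 points away from 100%, either lowered or raised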;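 also: 0% = beads with excess unlabeled GTP and 100% = no-compound control corrected for plate trend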
HRas wt GTP bind: modulators of GTP binding to human HRas wildtype; GST-Ras wt beads, Bodipy-FL-GTP binding, flow cytometry; actives lie on both sides; GTP binding activity, % at 10 µM; hit rate 0.14% among 190,000; AID 759;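 active = GTP binding activity at least 20% away from the 100% baseline, either lowered as inhibitor or raised as activator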;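 also: 0% = unlabeled GTP competition control and 100% = no-compound control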
Target sequence (P01112 whole entry, looked up): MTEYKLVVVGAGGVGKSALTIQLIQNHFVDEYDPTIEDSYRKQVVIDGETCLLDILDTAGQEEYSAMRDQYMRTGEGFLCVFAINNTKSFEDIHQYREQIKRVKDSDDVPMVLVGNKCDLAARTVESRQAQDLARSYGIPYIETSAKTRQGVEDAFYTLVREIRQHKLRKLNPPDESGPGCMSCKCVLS
ABCB1 block: inhibitors of human ABCB1 transporter, ABCG2 counter-screen. hit rate 0.067% among 190,000. P08183. inhibition, % at 6.6 µM. AID 1326. CCRF-Adr cells, JC-1 efflux, flow cytometry; in the data active = inhibition above about 40%;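 also: 0% = vehicle and 100% = reference inhibitor; higher value means more JC-1 retained so stronger ABCB1 efflux block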
Rab7 wt modul: dog Rab7 wildtype GTP binding, inhibitors and activators; hit rate 0.055% among 190,000; GTP binding activity (percent of control), % at 10 µM; GST-Rab7 beads, fluorescent GTP binding, flow cytometry; actives lie on both sides; untreated = 100%, excess cold GTP = 0%;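 active = fluorescent GTP binding to Rab7 beads changed by at least 20 points from the 100% baseline, either direction, mostly lower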;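 also: median green fluorescence of bound Bodipy-FL-GTP per Rab7 bead population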
Pf gamet viab: kills late stage P. falciparum gametocytes; P. falciparum stage V gametocytes, ATP luminescence, 24 h; inhibition, % at 10.9 µM; hit rate 0.065% among 150,000;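 active = inhibition above the mean plus 3 SD of compounds within the control limits, set per campaign, cut at about 38% in these data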;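 also: 0% = DMSO wells and 100% = medium only without gametocytes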
Rac1 act GTP bind: alters GTP binding to activated mutant human Rac1; P63000; GST-Rac1 activated beads, fluorescent GTP binding, flow cytometry; actives lie on both sides; 100% means binding = to untreated wells; percent activity (GTP binding), % at 10 µM; hit rate 0.11% among 190,000;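 active = GTP binding at least 20 percentage points away from the 100% baseline, in either direction, so actives lie on both sides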
Avidin bead fluor: compound fluoresces at 488/530 nm on avidin beads; hit rate 0.38% among 220,000; fluorescence (KMESF) at 10 µM; AID 1775; compound fluorescence 488/530 nm, flow cytometry; hits give high values; in the data active = fluorescence above about 47; also: inactives centre near 10
Cdc42 wt: human Cdc42 wildtype GTP binding change, either direction; GST-Cdc42 beads, Bodipy-GTP binding, flow cytometry; actives lie on both sides; P60953; hit rate 0.2% among 190,000; percent activity (GTP binding), % at 10 µM;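 active = percent activity GTP binding at least 20 points away from the 100% baseline, either down as inhibitor or up as activator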;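 also: median bead fluorescence of bound Bodipy-FL-GTP at 100 nM; 0% = excess unlabeled GTP control and 100% = no compound control; below 100% means less GTP binding so inhibitor and above means activator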
Target sequence (P60953 whole entry, looked up): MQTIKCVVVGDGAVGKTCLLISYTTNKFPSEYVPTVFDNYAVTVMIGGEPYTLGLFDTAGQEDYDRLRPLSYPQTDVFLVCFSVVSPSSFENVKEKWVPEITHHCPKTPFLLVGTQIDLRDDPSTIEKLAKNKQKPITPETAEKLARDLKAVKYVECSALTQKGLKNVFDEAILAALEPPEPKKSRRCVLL
Active calls of the source: *; . = no result given.

SMILES	Mcl1-Noxa inh	Rac1 wt modul	ABCG2 inh	Rab2A wt mod	HRas wt GTP bind	ABCB1 block	Rab7 wt modul	Pf gamet viab	Rac1 act GTP bind	Avidin bead fluor	Cdc42 wt
C(#Cc1ccccc1)C[N+]1(CC#Cc2ccccc2)CCCC1	2	103	4	102	103	1.1	104	-3	98	14	103
COc1ccc(N=C(N)N=C(N)N)c(OC)c1	-27	104	-3	100	103	-0.6	97	5	103	9	105
C=CCN(CCNP(=O)(OCC)OCC)CP(=O)(OCC)OCC	0	107	11	109	108	1.5	101	1	104	11	111
CCCCN(CC)C(=O)CN(C)S(=O)(=O)c1cccc2nsnc12	-8	103	15	104	104	1.8	105	.	99	8	104
Cc1cccc(NC(=S)N/N=C/c2cccn2Cc2ccc(F)cc2)c1	-66	93	0	93	94	-0.5	98	-2	93	21	92
Cc1ccc(S(=O)(=O)Nc2ccc(-c3nc4ccc(C)cc4s3)cc2)cc1	-6	103	-5	100	103	-0.4	101	19	98	15	100
O=C1NC(=O)C2(COC(c3cccc([N+](=O)[O-])c3)OC2)S1 (stereo unspecified)	8	95	-1	94	95	-0.5	97	.	96	9	94
Cc1ccc(CNC(=O)C2CCN(S(=O)(=O)c3cccs3)CC2)o1	23	106	-3	100	98	-1.3	98	-5	100	32	104
Cc1cccc(N2CCN(c3ccc(N4C(=O)CCCC4=O)cc3[N+](=O)[O-])CC2)c1C	21	100	17	99	99	2.7	103	.	97	15	97
O=C(NCCCN1CCOCC1)c1ccc(CNS(=O)(=O)c2ccc(Br)cc2)cc1	9	105	-2	103	101	1.1	105	4	101	8	103
COc1ccccc1NC(=O)c1ccc(NC(=O)COC(=O)C2CC2C)cc1 (stereo unspecified)	13	101	8	99	94	6.1	93	18	97	16	98
CCC(=O)N1CCc2cc(S(=O)(=O)NCCCN(CC)Cc3ccccc3)ccc21	2	101	5	102	102	1.7	100	10	97	8	102
COc1cc(C)c(S(=O)(=O)Nc2ccc(CC(=O)O)cc2)cc1C	-5	106	2	98	102	1.0	98	-2	99	27	101
CC(=O)N1CCc2cc(S(=O)(=O)NC(CC(C)C)C(=O)N3CCn4c3nc3ccccc34)ccc21 (stereo unspecified)	0	98	0	96	97	0.1	98	9	99	7	99
COc1cc(S(=O)(=O)Nc2ccncc2)ccc1F	9	92	-1	94	96	-0.3	101	2	91	3	90
CC1CN(c2oc(-c3ccccc3Cl)nc2C#N)CC(C)O1 (stereo unspecified)	-8	107	4	110	112	0.6	108	-6	102	15	111
Cc1ccc(OCC(=O)NCc2cccs2)cc1	10	104	.	101	101	.	100	-19	100	5	103
Nc1cc(Cl)ccc1N1CCCCCC1	31	98	0	96	98	-0.1	98	.	93	24	94
COc1ccc(S(=O)(=O)N2CCCCC2)cc1NC(=O)CSc1nccn1C	9	98	5	98	96	1.2	95	.	97	9	98
Cc1ccccc1Nc1ncnc(N)n1	-10	97	2	95	95	0.7	97	15	93	26	96
COc1ccc(OC)c2sc(N3CCc4ccccc4C3)nc12	40	97	5	97	97	1.2	101	-3	94	22	94
c1ccc(-c2csc3nnc(SCc4ccc5c(c4)OCCO5)n23)cc1	1	103	1	100	100	0.9	99	18	98	7	100
Brc1ccc(-c2nnc(SCCC3OCCCO3)o2)cc1	8	103	3	98	101	0.6	101	.	99	7	102
c1ccc(OCc2nn3c(-c4ccccn4)nnc3s2)cc1	5	104	36	102	102	0.3	102	-10	99	13	99
COc1ccc(-c2cc(CCCC(=O)NCc3ccccn3)no2)cc1	25	104	-3	103	104	-2.2	102	.	100	10	98

Some entries already given with just Cdc42 wt:
SMILES | Cdc42 wt
COc1cc(C)c(S(=O)(=O)Nc2ccc(CC(=O)O)cc2)cc1C | 101
CC(=O)N1CCc2cc(S(=O)(=O)NC(CC(C)C)C(=O)N3CCn4c3nc3ccccc34)ccc21 (stereo unspecified) | 99
COc1cc(S(=O)(=O)Nc2ccncc2)ccc1F | 90
CC1CN(c2oc(-c3ccccc3Cl)nc2C#N)CC(C)O1 (stereo unspecified) | 111
Cc1ccc(OCC(=O)NCc2cccs2)cc1 | 103

Nothing new here: two of the compounds above.
SMILES	Mcl1-Noxa inh	Rac1 wt modul	ABCG2 inh	Rab2A wt mod	HRas wt GTP bind	ABCB1 block	Rab7 wt modul	Pf gamet viab	Rac1 act GTP bind	Avidin bead fluor	Cdc42 wt
c1ccc(OCc2nn3c(-c4ccccn4)nnc3s2)cc1	5	104	36	102	102	0.3	102	-10	99	13	99
COc1ccc(-c2cc(CCCC(=O)NCc3ccccn3)no2)cc1	25	104	-3	103	104	-2.2	102	.	100	10	98

Continuation:
SMILES	Mcl1-Noxa inh	Rac1 wt modul	ABCG2 inh	Rab2A wt mod	HRas wt GTP bind	ABCB1 block	Rab7 wt modul	Pf gamet viab	Rac1 act GTP bind	Avidin bead fluor	Cdc42 wt
CCc1ccc(CNc2ccc(N3CCN(C(C)=O)CC3)cc2)cc1	21	100	1	100	100	0.2	97	.	99	9	100
O=C(Nc1ccc2c(c1)OCCO2)C1CCN(c2cnccn2)CC1	7	100	2	100	102	0.2	99	-30	99	17	102
COC(=O)c1ccc(-c2nc(-c3ccc(Br)o3)no2)cc1	18	99	2	101	98	0.2	103	.	98	7	99
O=S(=O)(NCc1ccccc1)c1ccc(S(=O)(=O)NCC2CCCO2)cc1 (stereo unspecified)	2	95	0	98	95	0.5	98	.	93	5	91
CCOc1cc2nc(-c3ccc(OC)c(OC)c3)nc(N3CCOCC3)c2cc1OC	14	104	5	103	104	2.5	105	6	101	35	104
CCOC(=O)c1c(C)c(C(=O)N2CCN(c3ccccc3)CC2)c(C)n1C	7	99	3	96	97	0.8	97	-10	95	10	97
CC(=O)OCC(=O)Nc1ccc(Br)c(C)c1	0	97	8	97	101	1.3	94	.	95	11	95
CC(C)(C)NC(=O)C(c1ccccc1)N(Cc1ccco1)C(=O)c1csnn1 (stereo unspecified)	10	94	4	95	97	2.0	96	.	90	13	96
O=C(CN1C(=O)c2ccccc2C1=O)NN1C(=O)c2ccccc2C1=O	19	101	0	91	97	-0.4	87	.	98	14	99
CCOC(=O)c1cnc(SCC(C)C)nc1N	12	104	14	99	101	-0.3	99	.	100	12	100
Cc1[nH]c2c(C)cccc2c1CCNS(=O)(=O)c1cccc([N+](=O)[O-])c1	-13	102	14	97	100	0.8	96	-7	98	13	99
NC(=O)c1ccccc1NC(=O)Nc1ccccc1Cl	-2	93	2	95	95	0.1	95	-1	96	14	96
Cc1oc(-c2ccc(Cl)cc2)nc1CSCC(=O)NCCCN1CCOCC1	9	102	1	101	102	0.6	104	14	95	18	103
Cc1ccc(OCC(=O)Nc2ccc(-c3nc4ncccc4o3)cc2)cc1	36	102	17	100	101	3.6	102	.	99	11	100
Cc1ccc(CCc2nnc(SCC(=O)Nc3cc(Cl)ccc3Cl)n2-c2ccccc2)o1	7	102	4	100	102	1.8	100	-11	102	1	96
COc1cc(NC(=O)CN(C)S(=O)(=O)c2ccc3nc(C)sc3c2)cc(OC)c1	3	97	9	93	97	0.4	97	13	93	5	94
Cn1c(=O)oc2cc(S(=O)(=O)NCCC(=O)N3CC=C(c4ccccc4)CC3)ccc21	9	100	5	100	101	1.0	98	.	99	6	102
CC(=O)C1=C(C)OC(N)=C(C#N)C1c1cccc([N+](=O)[O-])c1 (stereo unspecified)	1	91	-2	93	91	-0.6	98	3	91	12	88
CCS(=O)(=O)N1CCCC(C(=O)NCc2ccc3c(c2)OCO3)C1 (stereo unspecified)	9	110	3	106	102	0.5	106	.	104	10	108
CCC(=O)NC(c1ccccc1)c1nc2ccccc2[nH]1 (stereo unspecified)	1	94	0	95	94	0.2	94	.	95	2	92
O=C(O)C1Cn2c(nc3c(c2=O)C2(CCCC2)Cc2ccccc2-3)S1 (stereo unspecified)	1	91	2	86	86	0.3	87	.	87	20	87
COc1cc(C(=O)O)nc2ccccc12	29	103	0	98	100	0.0	95	.	102	11	99
Cc1ccc(NC(=O)c2ccc(C#CC3(O)CCCCC3)cc2)cc1C	5	101	4	102	102	0.4	102	.	100	18	104
Nc1nc(SCC(=O)NC2CCCC2)[nH]c(=O)c1-c1ccccc1	1	102	1	99	101	0.6	101	.	98	11	101
CCNc1nc(Oc2ccc(=O)[nH]n2)nc(N2CCOCC2)n1	5	99	0	98	98	-0.2	102	17	98	11	98

The list continues.
SMILES	Mcl1-Noxa inh	Rac1 wt modul	ABCG2 inh	Rab2A wt mod	HRas wt GTP bind	ABCB1 block	Rab7 wt modul	Pf gamet viab	Rac1 act GTP bind	Avidin bead fluor	Cdc42 wt
Nc1ccccc1C(=O)N/N=C1/C2CN3CCN(C2)CC1(Cc1ccccc1)C3	8	102	1	100	99	0.5	105	24	100	9	98
Cc1ccc(N2C(N)=C(C#N)C3(C(=O)N(C)c4ccccc43)C3=C2CC(C)(C)CC3=O)cc1Cl (stereo unspecified)	-6	99	2	99	97	0.4	96	.	97	6	99
COc1ccc(-c2c3c(=O)n(C)c(=O)n(C)c3cn2Cc2cccnc2)cc1	7	102	2	99	99	0.4	101	.	98	8	97
O=C(CSc1nc(-c2ccc(F)cc2)cs1)N1CCc2ccccc21	.	92	1	93	94	0.0	96	.	90	7	94
O=C(O)CC(c1ccccc1)c1ccccc1	-2	105	0	102	103	0.1	101	17	100	7	105
CCC(=O)Nc1ccc(S(=O)(=O)N2CCCCC2)cc1OC	-3	98	1	98	98	0.0	97	.	98	6	100
Cc1nc2ccccc2n(CC(=O)Nc2cc(Cl)cc(Cl)c2)c1=O	1	91	1	95	95	0.4	101	-14	93	20	93
CC(=O)/C(N=Nc1c(C)n(C)n(-c2ccccc2)c1=O)=C(\C)O	14	103	1	101	102	-0.3	99	-18	99	9	103
O=C(Cn1cc2c(n1)CCCCC2)NCc1ccccc1	5	105	1	100	100	0.5	100	.	98	7	102
